# Ecoli viability: reduces bacterial viability in AddAB counter-screen; E. coli V3065 growth, OD600 absorbance, 18 h; inhibition, % at 11.9 µM; 330,000 compounds, 0.27% hits;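 active means inhibition above the campaign's mean inhibition across all tested compounds plus 3 SD, cut at about 9.9% in these data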;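 further: uninfected addAB+ strain grown without phage in ampicillin broth; 0% = DMSO wells and 100% = ciprofloxacin 0.95 µg/ml wells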
# Mot1-301 SUMO: blocks SUMOylation pathway, rescuing yeast Mot1-301 growth; S. cerevisiae Mot1-301 growth rescue, ATP luminescence, 38.5C; percent above DMSO median, 100 means doubled; growth rescue, % at 18.8 µM; 320,000 compounds, 1% hits;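 active means every valid replicate shows activation above 250% relative to neutral control wells; inactive means the rest, any valid replicate at or below 250%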;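 further: OY570 slx delta 5 strain wells were the positive control but not used for scaling; some compounds called inactive have numbers as strong as hits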
# OPRM1-OPRD1 inv: inverse agonist of human OPRM1-OPRD1 heterodimerization. cell-based MOR-DOR heterodimer luminescence, inverse agonism. inhibition, % at 9.3 µM. 340,000 compounds, 0.21% hits; in the data active means inhibition above about 22%, passing the limit was not always enough;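 further: 0% = cells with DMSO and 100% = wells without cells with DMSO; values of inactives mirror those of a sister screen read the other way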
# Target sequence (P35372 whole entry, looked up): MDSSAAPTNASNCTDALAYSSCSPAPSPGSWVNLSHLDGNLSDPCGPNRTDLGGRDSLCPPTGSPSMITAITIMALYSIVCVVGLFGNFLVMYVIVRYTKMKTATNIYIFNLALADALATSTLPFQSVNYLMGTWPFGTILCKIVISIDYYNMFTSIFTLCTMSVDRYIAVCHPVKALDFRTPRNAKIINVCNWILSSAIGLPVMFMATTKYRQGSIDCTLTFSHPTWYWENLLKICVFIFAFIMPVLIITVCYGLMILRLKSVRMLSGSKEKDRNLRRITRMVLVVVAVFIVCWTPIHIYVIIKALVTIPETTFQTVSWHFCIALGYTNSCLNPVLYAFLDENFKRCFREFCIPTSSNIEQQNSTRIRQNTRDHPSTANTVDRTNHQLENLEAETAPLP
# Target sequence (P41143 whole entry, looked up): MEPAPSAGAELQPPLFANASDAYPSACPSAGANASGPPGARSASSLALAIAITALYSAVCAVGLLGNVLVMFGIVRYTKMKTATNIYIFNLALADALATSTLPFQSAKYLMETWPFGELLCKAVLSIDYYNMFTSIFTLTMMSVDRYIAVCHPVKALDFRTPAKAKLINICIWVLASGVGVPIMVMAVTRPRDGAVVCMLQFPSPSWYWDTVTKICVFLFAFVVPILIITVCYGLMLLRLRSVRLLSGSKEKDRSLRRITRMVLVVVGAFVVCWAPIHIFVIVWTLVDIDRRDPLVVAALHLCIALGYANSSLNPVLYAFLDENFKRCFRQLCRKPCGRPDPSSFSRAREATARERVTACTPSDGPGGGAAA
# PfHsp90 set2: reduces growth (ATP signal) of yeast expressing P. falciparum Hsp90 | S. cerevisiae expressing PfHsp90, BacTiter-Glo ATP, 48 h; yeast lacking PDR1 and PDR3 efflux regulators | inhibition, % at 9.4 µM | 310,000 compounds, 0.32% hits | AID 504621;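 active means every replicate shows inhibition above about 80%, whatever the replicate mean, limit read from the data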;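 further: 0% = DMSO neutral controls and 100% = 20 µM radicicol positive controls; yeast relying on Plasmodium falciparum Hsp90 in place of its own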
# Arrestin-AP2 inh: human beta-arrestin and AP2 interaction inhibition; FITC-arrestin peptide / GST-AP2 beads, flow cytometry; AP2 beta2 appendage carries R879A mutation; inhibition, % at 10 µM; 340,000 compounds, 0.31% hits; AID 504490;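 active means inhibition above a set limit, near 3 SD of compounds lacking own fluorescence, cut at about 54% in these data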;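 further: plate controls were DMSO wells for no effect and 5 µM unlabelled arrestin peptide for full effect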
#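 System: GST-AP2 R879A bound to glutathione beads, E. coli-expressed. Also added: 50 nM FITC-arrestin peptide. Schedule: compound with beads 12 min RT, then probe 1 h RT. Signal: bead flow cytometry, FITC channel. Read-out basis: percent response.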
# OPRM1-OPRD1 ag: OPRM1-OPRD1 heterodimerization agonism | P35372+P41143 | cells, luminescence | activation, % at 9.3 µM | 340,000 compounds, 0.3% hits | AID 504326; in the data active means activation above about 18%;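 further: 0% = vehicle-treated cells and 100% = reference agonist; values of inactives mirror those of a sister screen read the other way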
# AddAB inh: less growth of phage-infected E. coli with AddAB | inhibition, % at 11.9 µM | 330,000 compounds, 0.29% hits | AID 435030 | E. coli expressing H. pylori AddAB, absorbance growth; in the data active means inhibition above about 12%;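 further: 0% = vehicle wells of infected cells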
# Pemphigus Ab inh: inhibitors of pemphigus antibody binding to human desmoglein-3. P32926. DSG3-coupled beads, scFv-anti-DSG3-GFP binding, flow cytometry; hits give low values. binding (percent of control), % at 10 µM. 310,000 compounds, 0.48% hits. AID 588358;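 active means binding more than 3 SD below its plate's average and above zero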;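 further: hits lower antibody fragment binding to DSG3; some compounds called inactive have numbers as strong as hits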
# Tat transport: blocks Tat-dependent protein export in E. coli; E. coli MC4100 TorA-mCherry Tat export, fluorescence; inhibition, % at 10 µM; 340,000 compounds, 0.036% hits;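 active means mean replicate inhibition at least 50% and at least half of replicates individually reaching 50%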;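 further: exported cargo escapes ClpAP degradation while cytoplasmic cargo is degraded and loses fluorescence; 0% = median of neutral control wells and 100% = median of NaSCN control wells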
# phage Ecoli inh: E. coli growth loss with phage present; growth absorbance; inhibition, % at 11.9 µM; 360,000 compounds, 0.26% hits; AID 651602; in the data active means inhibition above about 11%
# PKA-R1A activ: activators of PKA-R1A complex; P00514+P68181; PKA-R1A dissociation, Cy5-IP20 fluorescence polarization; scaled: DMSO 0%, 113 µM cGMP 100%; activation, % at 11.4 µM; 340,000 compounds, 0.083% hits; AID 504707;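 active means percent activation above the mean of all tested compounds plus 3 SD, cut at about 19% in these data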;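 further: higher means more PKAc released from R1A so a rise in polarization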
# Numbers without * were called inactive; i = inactive; x = not tested or not shown; + = active, no number; & = joins results of further samples. Rows were taken by chance, and some 2.8% of all compounds hit somewhere here.
SMILES,Ecoli viability,Mot1-301 SUMO,OPRM1-OPRD1 inv,PfHsp90 set2,Arrestin-AP2 inh,OPRM1-OPRD1 ag,AddAB inh,Pemphigus Ab inh,Tat transport,phage Ecoli inh,PKA-R1A activ
O=S(=O)(Cc1cc(-c2ccc(Cl)cc2)no1)c1ccccc1,2.2,-8,-9,x,-2,1.8,1.9,101,5,1.7,0
CCOc1ccc(-n2c(COc3ccc(C)cc3)nnc2SCC(N)=O)cc1,-0.2,35,7,x,35,-1.1,5.1,x,7,0.0,7
Cc1nccn1CC1CCc2c(c3ccccc3n2C)C1=O (centres undefined),-0.6&-0.3,20&12,6&5,-14&-4,2&1,-1.0&-0.9,-0.3&-0.8,120&107,-3&2,3.2&4.0,-5&-9
CC(C)(C)NC(=O)Nc1ccccc1C(N)=O,-0.4,119,22,9,2,-4.8,2.6,120,-1,-0.6,1
COc1cccc(NC(=O)Cn2c3ccc(OC)cc3c3nc4n(c(=O)c32)CCS4)c1,2.0,264,5,15,1,-0.9,2.5,x,-11,-3.1,-2
Cc1cc(C)c[n+](CC(=O)c2ccccc2)c1,x,5,8,-6,24,-1.5,x,107,-5,1.6,-6
COc1ccc(-n2c(NNC(C)=O)nc3sc4c(c3c2=O)CCCC4)cc1,0.4,0,15,1,-2,-3.0,-0.7,111,-3,-1.1,4
N#Cc1cc(Sc2ccccn2)c([N+](=O)[O-])cc1C#N,0.3,150,-17,x,8,3.4,-1.8,113,6,3.4,-1
COc1ccc(CC(=O)OCC(=O)N2N=C(c3ccccc3)CC2c2ccc(OC)cc2)cc1 (centres undefined),1.7,-6,-9,2,-16,1.7,2.1,102,-5,2.5,-16
CC(C)N=c1cc2n(-c3ccc(Cl)cc3)c3ccccc3nc-2cc1Nc1ccc(Cl)cc1,0.7,-30,-2,11,9,0.4,1.3,x,2,2.6,-9
O=C(Nc1nnc(-c2ccccc2)s1)c1ccccc1O,-0.7,13,-8,-23,2,1.8,3.2,106,-5,1.2,2
CC(=O)Nc1ccc(NC(=O)c2ccc(COc3ccccc3Br)o2)cc1,x,-3,-3,-7,-6,0.6,x,96,2,-0.2,7
Cc1cc(C)n(CC(=O)N/N=C/c2ccc([N+](=O)[O-])s2)n1,1.5,-13,x,20,13,x,2.4,100,-2,4.4,x
CCCCOc1ccccc1C1NC(=O)CCC1[N+](=O)[O-] (centres undefined),0.8,-13,-2,-8,18,0.4,0.0,110,4,0.0,-11
COc1ccc(/C(O)=C2/C(=O)C(=O)N(CC3CCCO3)C2c2ccc(O)c(OC)c2)cc1 (centres undefined),-1.7,9,19,-29,2,-3.8,0.7,108,-10,3.0,1
CCOC(=O)c1c(-c2ccc(C)s2)csc1NC(=O)c1cccs1,-1.2,13,13,-29,-11,-2.6,1.6,93,0,3.6,-4
CCOC(=O)Cn1c(=O)n(Cc2ccc(OC)cc2)c(=O)c2cccnc21,-0.7,9,9,-2,6,-1.9,0.2,112,3,1.8,7
CC1(C)NC(=O)N(CCCOc2ccccc2Br)C1=O,1.6,+,8,5,-2,-1.5,2.5,104,-3,1.2,4
CC1=C[C@@H](C)[C@@H](c2ccc(C(F)(F)F)cc2)OC1=O,0.9,9,20,1,-10,-4.4,-0.3,100,-5,-2.1,-6
CC(=O)Nc1ccc(N2C(C(C)=O)=NN(c3ccccc3)C2c2cccs2)cc1 (centres undefined),2.2,11,17,15,-5,-3.2,1.0,94,2,3.2,-7
O=c1c2c(nc3c(-c4cccc5ccccc45)c[nH]n13)CCC2,-4.8,6,11,12,13,-2.0,-3.6,100,-1,0.9,-11
Cc1ccc(N(CC(=O)NCc2ccco2)C(=O)CNS(=O)(=O)c2ccc(F)cc2)c(C)c1,2.1,4,-9,-5,1,1.4,6.2,102,13,2.0,-2
O=[N+]([O-])c1cccc(/C=N/Nc2nc(N3CCCCC3)nc(N3CCCCC3)n2)c1,0.5,56,3,-20,-8,-0.5,0.9,100,-3,2.3,-7
CCOCCCNc1nc2c(c(=O)n(C)c(=O)n2C)n1CCCc1ccccc1,-0.7,-7,-4,4,15,0.7,1.4,100,-4,1.4,13
CCCn1c(=O)[nH]c(=O)c2c(C(F)(F)F)cc(-c3ccc(C)cc3)nc21,2.2,-18,13,13,-7,-2.6,3.0,96,2,4.9,-4

# The listing continues.
SMILES,Ecoli viability,Mot1-301 SUMO,OPRM1-OPRD1 inv,PfHsp90 set2,Arrestin-AP2 inh,OPRM1-OPRD1 ag,AddAB inh,Pemphigus Ab inh,Tat transport,phage Ecoli inh,PKA-R1A activ
O=C(c1ccccc1)N(NC(=O)C(O)(c1ccccc1)c1ccccc1)c1cccc(F)c1,-0.1,1,5,-10,24,-1.0,0.2,98,-3,2.4,-14
CCOc1cc(S(=O)(=O)NCCCN2CCOCC2)c(C)cc1C,x,-8,20,-6,15,-3.9,x,111,-8,-0.5,-1
COc1ccc(CCn2c(NN=C3CCCC3)nc3c2c(=O)[nH]c(=O)n3C)cc1,-1.1,2,-38,2,1,7.4,1.1,103,2,1.9,-4
O=C(CN1CCC(O)CC1)N1c2ccccc2C=Cc2ccccc21,0.3,4,-3,14,0,0.8,2.1,x,-6,0.8,-5
CC(C)(C)n1cnc2cc(NC(=O)c3cccs3)ccc21,1.1,217,12,23,14,-2.4,2.4,107,2,3.7,1
O=C(c1ccc(O)cc1)c1ccc(C(=O)O)c(C(=O)O)c1,1.1,i,20,x,-4,-3.9,2.1,x,-16,2.6,3
CCOC(=O)C(C)Sc1nnc(-c2c[nH]c3ccccc23)n1C (centres undefined),-0.6,-4,2,-8,-4,-0.4,-1.1,104,-2,1.8,-5
O=C(c1ccc2c(c1)OCO2)N(c1ccc(Br)cc1)C1C=CS(=O)(=O)C1 (centres undefined),-0.5,-11,19,-55,-8,-5.8,0.3,102,0,3.4,3
CC(C)N(C)S(=O)(=O)c1ccc(NC(=O)C2=COCCO2)cc1,-3.0,53,4,-11,4,-1.1,0.4,101,5,-1.1,3
CC(=O)c1ccccc1NC(=O)CSc1n[nH]c(=O)n1C1CC1,-0.9,-6,2,x,3,-0.4,-0.5,95,-3,2.4,0
NS(=O)(=O)c1ccc(-n2ncc3c(=O)[nH]c(SCC(=O)Nc4nccs4)nc32)cc1,4.3,0,12,3,0,-2.0,-1.0,101,12,3.3,-4
CN(C)CCn1c(=O)n(Cc2ccco2)c(=O)c2c3c(sc21)CCCCC3,-2.4,3,1,-1,-2,-0.2,-2.9,99,-2,0.5,-7
NNC(=O)c1sc2cc(C(F)(F)F)cnc2c1-c1cccs1,1.3,-7,x,12,2,x,-0.9,102,-14,5.4,x
O=c1c2ccccc2oc2ccc(C#CC3(O)CCCCC3)cc12,2.8,-20,-18,-13,-8,3.9,4.7,100,10,2.1,-3
C=CCn1c(SCC(=O)O)nc2sc(CC)cc2c1=O,-1.7,7,13,9,-21,-2.5,1.6,86,4,3.2,-2

# 15 of these compounds in a different format.
SMILES	Ecoli viability	Mot1-301 SUMO	OPRM1-OPRD1 inv	PfHsp90 set2	Arrestin-AP2 inh	OPRM1-OPRD1 ag	AddAB inh	Pemphigus Ab inh	Tat transport	phage Ecoli inh	PKA-R1A activ
CCCn1c(=O)[nH]c(=O)c2c(C(F)(F)F)cc(-c3ccc(C)cc3)nc21	2.2	-18	13	13	-7	-2.6	3.0	96	2	4.9	-4
O=C(c1ccccc1)N(NC(=O)C(O)(c1ccccc1)c1ccccc1)c1cccc(F)c1	-0.1	1	5	-10	24	-1.0	0.2	98	-3	2.4	-14
CCOc1cc(S(=O)(=O)NCCCN2CCOCC2)c(C)cc1C	x	-8	20	-6	15	-3.9	x	111	-8	-0.5	-1
COc1ccc(CCn2c(NN=C3CCCC3)nc3c2c(=O)[nH]c(=O)n3C)cc1	-1.1	2	-38	2	1	7.4	1.1	103	2	1.9	-4
O=C(CN1CCC(O)CC1)N1c2ccccc2C=Cc2ccccc21	0.3	4	-3	14	0	0.8	2.1	x	-6	0.8	-5
CC(C)(C)n1cnc2cc(NC(=O)c3cccs3)ccc21	1.1	217	12	23	14	-2.4	2.4	107	2	3.7	1
O=C(c1ccc(O)cc1)c1ccc(C(=O)O)c(C(=O)O)c1	1.1	i	20	x	-4	-3.9	2.1	x	-16	2.6	3
CCOC(=O)C(C)Sc1nnc(-c2c[nH]c3ccccc23)n1C (centres undefined)	-0.6	-4	2	-8	-4	-0.4	-1.1	104	-2	1.8	-5
O=C(c1ccc2c(c1)OCO2)N(c1ccc(Br)cc1)C1C=CS(=O)(=O)C1 (centres undefined)	-0.5	-11	19	-55	-8	-5.8	0.3	102	0	3.4	3
CC(C)N(C)S(=O)(=O)c1ccc(NC(=O)C2=COCCO2)cc1	-3.0	53	4	-11	4	-1.1	0.4	101	5	-1.1	3
CC(=O)c1ccccc1NC(=O)CSc1n[nH]c(=O)n1C1CC1	-0.9	-6	2	x	3	-0.4	-0.5	95	-3	2.4	0
NS(=O)(=O)c1ccc(-n2ncc3c(=O)[nH]c(SCC(=O)Nc4nccs4)nc32)cc1	4.3	0	12	3	0	-2.0	-1.0	101	12	3.3	-4
CN(C)CCn1c(=O)n(Cc2ccco2)c(=O)c2c3c(sc21)CCCCC3	-2.4	3	1	-1	-2	-0.2	-2.9	99	-2	0.5	-7
NNC(=O)c1sc2cc(C(F)(F)F)cnc2c1-c1cccs1	1.3	-7	x	12	2	x	-0.9	102	-14	5.4	x
O=c1c2ccccc2oc2ccc(C#CC3(O)CCCCC3)cc12	2.8	-20	-18	-13	-8	3.9	4.7	100	10	2.1	-3

# Compound activity as filed in PubChem BioAssay.
